NCI-60 one-dose screen, 48 h, at 10 µM unless noted. Numbers give growth in % (100 = growth as untreated, 0 = no growth, -100 = all killed).
MDA-MB-435 = MDA-MB-435 melanoma; actives 7.8% (n = 82,000); AID 1794794
K-562 = K-562 leukemia; actives 7.4% (n = 78,000)
MOLT-4 = MOLT-4 leukemia cells; actives 6.9% (n = 80,000)
RPMI-8226 = RPMI-8226 leukemia cells | actives 7.5% (n = 77,000) | AID 1794781
CCRF-CEM = CCRF-CEM leukemia; actives 7% (n = 77,000)
HOP-62 = HOP-62 NSCLC; AID 1794735; actives 3.9% (n = 80,000)
MDA-MB-468 = MDA-MB-468 breast cancer | actives 8.5% (n = 78,000)
SR = SR leukemia cells; actives 8.7% (n = 73,000); AID 1794780
Numbers without * were called inactive; x = not tested or not shown; & = joins results of further samples. The calls were made as follows: active = growth percent below 10; inactive = the rest.

SMILES | MDA-MB-435 | K-562 | MOLT-4 | RPMI-8226 | CCRF-CEM | HOP-62 | MDA-MB-468 | SR
CCc1c(C)cc(Cl)c2c1C(=O)N(c1ccccc1)C2C(=O)Nc1ccccc1 (centres undefined) | 105 | 99 | 99 | 97 | 98 | 92 | 101 | 96
O=C1Nc2ccccc2[C@]12Oc1ccccc1[C@H]1CC(c3ccc(Br)cc3)=NN12 | 81 | 25 | 42 | 40 | 50 | 63 | 58 | x
C[N+]1(Cc2ccc([N+](=O)[O-])cc2)CCC(CCCCCCCC2CC[N+](C)(Cc3ccc([N+](=O)[O-])cc3)CC2)CC1 (centres undefined) | 97 | 94 | 120 | 92 | 100 | 73 | 91 | 116
COc1ccc(C2=NN(c3ccccc3)C(c3ccc(OCc4ccc(F)cc4)c(OC)c3)C2)cc1OC (centres undefined) | 103 | x | x | 127 | x | 107 | 101 | x
O=C(C(Br)Br)C(Br)C(Br)c1ccccc1 (centres undefined) | 82 | 19 | 28 | 78 | 15 | 109 | 9.8* | 19
COc1ccc(-c2nnc(NC(=O)Nc3ccc(S(N)(=O)=O)cc3)s2)cc1 | 101 | 111 | 129 | 114 | 110 | 106 | 103 | 136
O=C1Nc2ccc(Br)cc2/C1=N/N=C/c1cccc(F)c1 | 98 | 81 | 78 | 92 | 77 | 95 | 98 | 78
NC(C(=O)O)C(O)c1ccc(OCc2ccccc2)c(OCc2ccccc2)c1 (centres undefined) | 102 | 96 | 99 | x | 95 | 89 | 104 | 92
Cc1nn(-c2ccccc2)c2nc3nc[nH]c(=O)c3c(-c3ccc(Cl)cc3)c12 | 86 | 88 | 76 | 84 | x | 109 | 93 | 67
O=c1c2ccccc2nc2oc3ccccc3n12 | 107 | 102 | 98 | 105 | 105 | 98 | 116 | x
O=C1C(=O)c2ccccc2C(O)=C1CC=C(Cl)Cl | 53&44 | 33&31 | 23&21 | 42&45 | 39&44 | 61&51 | x | 56&43
N#CCCN1C/C(=C/c2ccc(Cl)cc2)C(=O)/C(=C/c2ccc(Cl)cc2)C1 | -67* | 3.1* | -12* | -16* | -3.0* | -58* | -66* | -18*
O=[N+]([O-])c1cccc(-c2nnc3c(/C=C/c4ccc(F)cc4)nc4ccccc4n23)c1 | 102 | 87 | 91 | 102 | 102 | 98 | 0.5* | 85
Cn1c2c(cc(S(=O)(=O)c3ccccc3)c1=O)CCc1c-2cnn1-c1ccccc1 | 94 | 92 | 97 | 91 | 93 | 94 | 103 | 89
N/N=C(\N)c1c(N)nc(=S)[nH]c1-c1ccc(Cl)cc1Cl | 111 | 105 | 90 | 109 | 95 | 92 | 110 | 97
Cc1ccc(NC(=O)N2CCCCC2)cc1NC(=O)N1CCCCC1 | 109 | 101 | 96 | 98 | 110 | 109 | 115 | 92
O=S(=O)(NCCNS(=O)(=O)c1ccccc1)c1ccccc1 | 107 | 106 | 110 | 102 | 110 | 100 | 92 | 105
C=C1CC[C@@H]2[C@]3(C)COC(c4cn[nH]c4-c4ccc(OC)cc4)O[C@@H]3CC[C@@]2(C)[C@@H]1C/C=C1/C(=O)OCC1O (some centres undefined) | -52* | -31* | 8.3* | -27* | 0.6* | -57* | -7.8* | -30*
O=C1N(Cc2ccccc2)C(=O)C(Cc2ccccc2)(Cc2ccccc2)C(=O)N1Cc1ccccc1 | 77 | 65 | 66 | 56 | 76 | 89 | 50 | 60
O=S(=O)(Oc1ccccc1-c1ccccc1)c1ccccc1 | x | 52 | 99 | 100 | 89 | 89 | 64 | 79
CC(C)COC(=O)COC(=O)OCCOCCOC(=O)OCC(=O)OCC(C)C | 119 | x | x | 97 | 106 | 98 | 105 | x
Nc1ccc(C(=O)Nc2ccc(S(=O)(=O)O)cc2)cc1 | 104 | 106 | 105 | 102 | 101 | 86 | 118 | 107
Cc1ccc(/C=C/c2nn3c(-c4ccco4)nnc3s2)cc1 | 97 | x | x | 95 | 99 | 114 | 116 | 77
O=C1NC(=S)S/C1=C\c1cn(-c2ccccc2)nc1-c1ccc([N+](=O)[O-])cc1 | 6.2* | 16 | 17 | 2.5* | 18 | 19 | -8.6* | 25
COc1ccc(NC(=O)CSc2ccc(-c3ccc(OC)cc3)nn2)cc1 | 104 | 106 | 105 | 104 | 99 | 81 | 92 | 97
Going on with the list.
SMILES | MDA-MB-435 | K-562 | MOLT-4 | RPMI-8226 | CCRF-CEM | HOP-62 | MDA-MB-468 | SR
COc1ncc(-c2ccc3ncnc(Nc4cccc(Cl)c4)c3c2)cc1NS(=O)(=O)CCN1CCOCC1 | 12 | 46 | 2.6* | 13 | 23 | 18 | -53* | 9.3*
O=C1CC2CC1C1C=CCC21 (centres undefined) | 104 | 94 | 95 | 108 | x | 107 | 120 | 95
CCNCCOc1ccc(/C(=C(/CC)c2ccc(Cl)cc2)c2ccc(OCCCN(C)C)cc2)cc1 | -74* | 0.0* | -63* | -36* | -38* | -80* | -87* | -37*
Nc1nn2c(-c3cc4cc(Br)ccc4oc3=O)ccnc2c1N=Nc1ccc(F)cc1 | 113 | 122 | 120 | 114 | 110 | 79 | 88 | 85
CCn1c(N)c2nnn(-c3ccc(S(N)(=O)=O)cc3)c2nc1=S | 109 | x | 91 | 88 | 79 | 101 | 108 | 92
COc1cc2c3nc4cc(C)c(C)cc4nc3n(CCC(C)C)c2cc1OC | 85 | 62 | 11 | 45 | 52 | 52 | 75 | 29
O=C(Nc1nc(C(=O)N2CCN(C(c3ccccc3)c3ccccc3)CC2)cs1)c1ccc(NC2CCCCC2)c([N+](=O)[O-])c1 | 91 | 84 | 78 | 64 | 95 | 91 | 104 | 90
c1ccc2[nH]c(-c3ccc(OCCCCCOc4ccc(-c5nc6ccccc6[nH]5)cc4)cc3)nc2c1 | 8.6* | -14* | -19* | -79* | -88* | x | x | -22*
CCN(CC)c1ccc(/C=N\NC(=O)c2cccc(Nc3ccnc(C(F)(F)F)c3)c2)c(O)c1 | 15 | 92 | 77 | 6.5* | 16 | 30 | 25 | 131
OC1(c2ccc(Cl)cc2)CCCCC1 | 104 | 108 | 109 | 102 | 101 | 105 | 115 | x
O=C(c1cc2cc(Br)ccc2o1)c1cc2ccccc2oc1=O | 107 | 90 | 96 | 100 | 107 | 83 | 105 | 90
O=[N+]([O-])c1cccc(/C=N/N2CCCCCC2)c1 | 94 | x | 109 | 95 | 99 | 93 | 91 | 117
Cc1c(C(=O)C(SC(=S)N2CCOCC2)SC(=S)N2CCOCC2)nnn1-c1ccc([N+](=O)[O-])cc1 | 105 | 75 | 91 | 90 | 68 | 94 | 93 | 70
CCOC(=O)/C(=C\c1cccc(Cl)c1)C(C)=O | 102 | 99 | 96 | 99 | 97 | 104 | 99 | 87
N#Cc1c(-c2ccc(Cl)cc2)cc(-c2cccc(OCC(=O)O)c2)[nH]c1=O | 105 | 89 | 94 | 126 | 130 | 99 | 94 | 86
CC1(C)NC(=O)N(CN2C(=O)NC(C)(C)C2=O)C1=O | 109 | 104 | 113 | 125 | 111 | x | 106 | 110
BrCCOc1ccc(Br)cc1 | 103 | 108 | 95 | 96 | 94 | 101 | 97 | 104
Cn1c(SCC(=O)N/N=C/c2ccc(F)cc2)nc2ccccc2c1=O | 93 | 87 | 89 | 84 | 93 | 105 | 85 | 74
O=S(=O)(c1ccc(F)cc1)N1CCN(c2nccc(-c3c(-c4cccc(F)c4)nc4sccn34)n2)CC1 | 72 | 62 | 57 | 81 | 82 | 102 | 72 | 94
c1ccc2cc(SSc3ccc4ccccc4c3)ccc2c1 | 104 | 83 | 62 | 96 | 67 | 91 | 104 | 67
CC(=O)N1N=C(c2ccc(C(F)(F)F)cc2)CC1c1ccc2c(c1)OCO2 (centres undefined) | 78 | 74 | 78 | x | 83 | 102 | 94 | 90
O=S(=O)(NCCCNc1nccc(-c2[nH]c(-c3ccccc3)nc2-c2ccc(Cl)c(O)c2)n1)c1ccc(Cl)cc1 | 64 | 85 | 77 | 84 | 80 | 111 | 103 | 89
CN1c2ccccc2Sc2cc(C3CCC(=O)N3)ccc21 (centres undefined) | 16 | 34 | 72 | 100 | 93 | 88 | 81 | 29
CCOC(=O)CC(C)=N | 113 | 110 | 106 | 113 | 118 | 107 | 93 | 120
CC(Nc1ncnc2ccc(-c3cnc4cnccn34)cc12)c1ccccc1 (centres undefined) | 69 | 48 | 38 | 47 | 61 | 69 | -21* | 39
(continued)
SMILES | MDA-MB-435 | K-562 | MOLT-4 | RPMI-8226 | CCRF-CEM | HOP-62 | MDA-MB-468 | SR
N#Cc1c(-c2cccs2)cc(-c2cnccn2)nc1SCC(=O)N/N=C/c1ccccc1 | 24 | 47 | 72 | -24* | 63 | 31 | 9.2* | 56
O=S1(=O)NC2c3ccccc3C=CN2c2ccncc21 (centres undefined) | 87 | 105 | 97 | 105 | 80 | 106 | x | 109
CC/C(=C(/c1ccc(Cl)cc1)c1ccc(OCCN2CCOCC2)cc1)c1ccc(Cl)cc1 | 93 | 73 | 81 | 87 | 93 | 97 | 74 | 89
CC(C)C[C@H](N)C(=O)N=S(N)(=O)c1cc(Cl)cs1 (some centres undefined) | 100 | 72 | 97 | 80 | 98 | 100 | 80 | 104
O=C(CCC1CCCCC1)OC1CCCCC1 | 112 | 108 | 117 | 116 | 107 | 121 | 93 | 101
CN(C)c1ncnc2c1nnn2C1OC(CO)C(O)C1O (centres undefined) | 8.7* | x | 8.3* | -4.6* | 8.8* | 33 | -26* | 31
O=C(O)c1cc2cc([N+](=O)[O-])ccc2oc1=O | 103 | 113 | 118 | 102 | 93 | 110 | 119 | x
O=C1/C(=C/c2ccc(Cl)cc2)N=C2SC3C(=NNC3c3ccc(Cl)cc3)N12 (centres undefined) | 77 | 13 | 33 | 93 | 15 | 64 | 89 | 27
Cc1ccc2c3c(cccc13)-c1ccccc1C2=O | 99 | 108 | 87 | 98 | 83 | 94 | 97 | 94
COc1c(C)cnc(CSc2nc(-c3ccccc3)cn2-c2ccc(Cl)cc2)c1C | 100 | x | 72 | 84 | 94 | 99 | 110 | 82
NC(=N\N=C/c1ccc(Cl)c(Cl)c1)/C(N)=N\N=C/c1ccc(Cl)c(Cl)c1 | 101 | 91 | 96 | 85 | 91 | 107 | 78 | 56
O=C(O)COc1ccc(Cl)cc1C1CCCCC1 | 107 | 92 | 88 | 102 | 92 | 106 | 98 | 95
CN(CCOc1ccccc1)Cc1ccccc1 | 106 | 107 | 108 | 98 | x | 95 | 93 | x
O=C1/C(=C/C=C/c2ccco2)SC(=S)N1Cc1ccccc1 | 93 | 71 | 96 | 94 | 94 | 105 | 59 | 46
O=C1/C=C/[C@@H](O)[C@@H]2C[C@@H](O)C[C@H]2/C=C/CCC[C@H](CCc2ccccc2)O1 | 5.9* | 18 | 9.5* | 11 | 13 | 30 | -44* | 9.7*
CC(C)Sc1nc(-c2ccc(Cl)cc2)c(C#N)c(=O)[nH]1 | 100 | 96 | 102 | 95 | 85 | 111 | 98 | 104
O=C(O)C(=O)Nc1cccc([N+](=O)[O-])c1 | 104 | 106 | 105 | 90 | 102 | 90 | 91 | 104
COc1ccc(OC)c(Cn2cc3c(c2-c2ccccc2)CCc2cnoc2-3)c1 | -18* | 17 | 47 | 61 | 49 | x | 30 | 22
COc1ccc(NC(=O)/C(=C/N2C(=O)/C(=C/c3ccc(OC)c(OC)c3)NC2=S)C(C)=O)cc1 | 72 | x | x | 77 | 80 | 58 | 40 | x
COc1ccc(Cc2cc(-c3ccccc3C)n[nH]c2=O)cc1 | 117 | 110 | 97 | 40 | -41* | 98 | 91 | 103
COc1ccc(-c2nc(-c3nc4cc(C)c(C)cc4[nH]3)c3ccccn23)cc1 | 70 | 46 | 44 | 36 | 46 | 97 | 66 | 34
COc1ccc(/C=N/NC(=O)c2ccc(S(C)(=O)=O)cc2)cc1 | 108 | 93 | 79 | 98 | 89 | 97 | 108 | 115
O=C(N=Nc1c(O)[nH]c2ccc(Cl)cc12)c1cc(-c2ccc(Cl)cc2)nc2ccccc12 | 94 | 45 | 35 | 91 | 19 | 117 | 57 | 18

Entries listed so far with fluorine, in the order listed:
SMILES | MDA-MB-435 | K-562 | MOLT-4 | RPMI-8226 | CCRF-CEM | HOP-62 | MDA-MB-468 | SR
COc1ccc(C2=NN(c3ccccc3)C(c3ccc(OCc4ccc(F)cc4)c(OC)c3)C2)cc1OC (centres undefined) | 103 | x | x | 127 | x | 107 | 101 | x
O=C1Nc2ccc(Br)cc2/C1=N/N=C/c1cccc(F)c1 | 98 | 81 | 78 | 92 | 77 | 95 | 98 | 78
O=[N+]([O-])c1cccc(-c2nnc3c(/C=C/c4ccc(F)cc4)nc4ccccc4n23)c1 | 102 | 87 | 91 | 102 | 102 | 98 | 0.5* | 85
Nc1nn2c(-c3cc4cc(Br)ccc4oc3=O)ccnc2c1N=Nc1ccc(F)cc1 | 113 | 122 | 120 | 114 | 110 | 79 | 88 | 85
CCN(CC)c1ccc(/C=N\NC(=O)c2cccc(Nc3ccnc(C(F)(F)F)c3)c2)c(O)c1 | 15 | 92 | 77 | 6.5* | 16 | 30 | 25 | 131
Cn1c(SCC(=O)N/N=C/c2ccc(F)cc2)nc2ccccc2c1=O | 93 | 87 | 89 | 84 | 93 | 105 | 85 | 74
O=S(=O)(c1ccc(F)cc1)N1CCN(c2nccc(-c3c(-c4cccc(F)c4)nc4sccn34)n2)CC1 | 72 | 62 | 57 | 81 | 82 | 102 | 72 | 94
CC(=O)N1N=C(c2ccc(C(F)(F)F)cc2)CC1c1ccc2c(c1)OCO2 (centres undefined) | 78 | 74 | 78 | x | 83 | 102 | 94 | 90

High-throughput results: PubChem BioAssay, NCI
